# KB-V1 cytotox = KB-V1 MDR subline cytotoxicity; KB-V1 MDR cells viability, CellTiter-Glo, 72 h; Potency, µM (top dose mostly 46.1 µM), for inactives: at the top dose activity change, negative = cytotoxicity, hits mostly cytotoxic; 400,000 tested, 3.4% active; AID 1347076; further: potency means the concentration at half of the fitted maximal effect; on the % scale 0 is the no-effect control and ±100 the full control effect; nearly all actives have a fitted effect of over 60% in size
#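 Compound-treated KB-V1 multidrug-resistant cells, 72 h, 37 degrees C; viability by CellTiter-Glo. Fitted qHTS curves give the values.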
# MCF10A rerep = inducers of DNA re-replication in MCF 10A breast cells | MCF 10A DNA re-replication, Hoechst nuclear intensity, 48 h | Potency, µM (doses to about 46.1 µM), for inactives: at the top dose activity, positive = re-replication, usual class: activators | 350,000 tested, 2.9% active | AID 624296; further: potency means the concentration at half of the fitted maximal effect; % of control where 0% means no effect; nearly all actives have a fitted effect of over 50% in size
# HT1080-NT tox = kills 2HG-producing HT-1080-NT fibrosarcoma cells; AID 686970; 360,000 tested, 1.6% active; HT-1080-NT fibrosarcoma viability, CellTiter-Glo ATP luminescence, 48 h; Potency, µM (top dose mostly 46.1 µM), inactives show top-dose activity, negative = less viability, actives largely listed as cytotoxic;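 further: NT is the 2HG producing partner of a matched IDH1 knockdown line; potency means the concentration at half of the fitted maximal effect; 0% = DMSO-treated cells and -100% = media-only wells without cells; nearly all actives have a fitted effect of over 55% in size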
#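 Fibrosarcoma NT cells, 750 per well in 5% FBS RPMI, were exposed to compound for 48 hours. Viability: CellTiter-Glo luminescence.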
# IL-1B inflam inh = inhibitors of inflammasome signaling (IL-1 beta secretion); THP-1 LPS/ATP IL-1B secretion, AlphaLISA, 16 h; active compounds read low; activity change, % at 57.5 µM; 360,000 tested, 4.7% active; in the data active means activity change below about -50%; inconclusive means mostly about -30% to -49%; further: on the % scale 0 is the no-effect control and ±100 the full control effect
#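 THP-1 cells pretreated 1 hr with compounds (up to 57.5 uM final), then stimulated with LPS (250 ng/mL final) plus ATP (1.25 mM final); secreted IL-1B measured by AlphaLISA after 16 hr, decreased signal indicating inhibition.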
# S2 tox = cell viability loss in ATXN counter-screen; S2 cells (HEK-293 line with an ATXN2-luciferase reporter) viability, CellTiter-Fluor protease fluorescence, 24 h; AID 651635; 400,000 tested, 0.49% active; Potency, µM (titrated, usually from 56.7 µM), hits mostly cytotoxic; further: potency means the concentration at half of the fitted maximal effect; nearly all actives have a fitted effect of over 40% in size
# SW480 rerep = DNA re-replication induction in SW480 cells. SW480 DNA re-replication, Hoechst DNA content imaging, 48 h. Potency, µM (series often up to 46.1 µM), for inactives: at the top dose re-replication activation, most hits filed as activators. 340,000 tested, 1.8% active; further: potency means the concentration at half of the fitted maximal effect; % of control where 0% means no effect; nearly all actives have a fitted effect of over 55% in size
#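 SW480 cells exposed to compounds for 48 hr at 37 C, 5% CO2, then Hoechst-stained 40 min. Nuclear DNA content imaged by fluorescence scanning (405 nm excitation, 500-530 nm emission); re-replication scored as increased high-intensity nuclei.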
# HT1080 IDH1KD tx = kills HT-1080 cells with IDH1 knockdown; AID 686971; Potency, µM (doses to about 46.1 µM), inactives show top-dose activity, negative = toxicity, hits mostly cytotoxic; 360,000 tested, 2% active; HT-1080 IDH1 knockdown viability, ATP luminescence, 48 h;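 further: potency means the concentration at half of the fitted maximal effect; 0% = DMSO wells and -100% = cell-free medium wells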
#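 Cytotoxicity counter-line: IDH1KD HT-1080, 48 h, CellTiter-Glo. Curves classed by r2, magnitude and activity.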
# ATXN2 expr inh = reduces ATXN2 reporter expression in HEK-293 cells; HEK-293 ATXN2-luciferase reporter, luminescence, 24 h; Potency, µM (series often up to 57 µM), without a hit: at the top dose activity change, negative = inhibition, actives largely listed as inhibitors; 360,000 tested, 0.72% active; further: potency means the concentration at half of the fitted maximal effect; on the % scale 0 is the no-effect control and ±100 the full control effect; nearly all actives have a fitted effect of over 55% in size
#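 qHTS (up to 57 uM final) was run with 24 h compound exposure of reporter cells at 37 °C. Each well was multiplexed: SteadyGlo luminescence measured ATXN2-luciferase expression after a fluorogenic Gly-Phe-AFC viability readout (25 uM final).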
# KB-3-1 tox = kills parental KB-3-1 adenocarcinoma cells | KB-3-1 viability, CellTiter-Glo ATP luminescence, 72 h | Potency, µM (doses to about 46.1 µM), for the others: top-dose activity change, negative = cytotoxic, usual class: cytotoxic | 400,000 tested, 1.4% active; further: potency means the concentration at half of the fitted maximal effect; on the % scale 0 is the no-effect control and ±100 the full control effect; nearly all actives have a fitted effect of over 60% in size
#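 Luminescent ATP read-out (CellTiter-Glo) measures survival of drug-naive KB-3-1 cells after 72 h compound exposure at 37 °C. Titration series was screened from lowest to highest concentration, with DMSO vehicle plates as background controls.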
# * hit, by the source's call; i = inactive; ? = inconclusive; · = not tested or not shown; [ ] = another dose, or the depositor's remark. Unless noted, the call rests on the fitted dose curve; in most records, active means well fitted curve in the direction sought with a large enough effect; inconclusive means small, poorly fitted or top-dose-only effect, or another doubt; inactive means no such curve, though single readings can be large; an effect the other way counts as inactive or inconclusive.
# The line under a structure holds: KB-V1 cytotox	S2 tox	ATXN2 expr inh	IL-1B inflam inh	HT1080-NT tox	KB-3-1 tox	MCF10A rerep	HT1080 IDH1KD tx	SW480 rerep
> COc1cccc(NC(=O)C(C)NS(=O)(=O)c2ccc(Br)cc2)c1 (stereo not drawn)
 : ·	i	-18%	8	-4%	·	-1%	-7%	-3%
> CC(=O)N1CCC[C@H]1C(=O)O
 : -2%	i	·	7	3%	1%	0%	-4%	-18%
> CCCCNC(=O)C1(C)CCN1C(=O)c1ccc2ccccc2n1 (stereo not drawn)
 : -1%	?	13%	58	30%	0%	·	4%	·
> COC(=O)c1ccc2c(=O)n(Cc3ccc(C(=O)NCCCN4CCOCC4)cc3)c(=S)[nH]c2c1
 : ?	i	5%	0	?	-2%	31%	?	?
> CC(C)c1ccccc1NC(=O)c1ccccc1NC(=O)C1CCCCC1
 : -6%	i	-6%	-2	-1%	?	?	-15%	1%
> COc1cc(C(=O)N/N=C/c2cn(Cc3cccc(F)c3)c3ccccc23)ccc1O
 : ?	i	-17%	i	-20%	-13%	-19%	-17%	-32%[inhibitor]
> CC1=C(C(=O)OCc2ccccc2)C(c2ccc(C)o2)C2=C(CCCC2=O)N1 (stereo not drawn)
 : -24%	i	-2%	-5	-10%	-21%	?	-8%	-3%[9.22 µM]
> CCN1C(=O)[C@@H]2[C@@H](c3ccc(-c4cccc(Cl)c4)cc3)N3CCC[C@@]3(C(=O)OC)[C@@H]2C1=O
 : 1%	i	0%	-2	-1%	-4%	-15%	-7%	-27%
> CC(=O)Nc1nnc(-c2ccco2)o1
 : 1%	i	-4%	-3	19%	-13%	-2%	13%	1%
> COc1cccc(NC(=O)Cn2c(=O)n(-c3cc(OC)c(OC)c(OC)c3)c(=O)c3ccccc32)c1
 : -3%	i	-33%	0	-7%	2%	3%	-2%	-9%
> CCN(CC)S(=O)(=O)c1ccc(NC(=O)C(OC)c2ccccc2)cc1 (stereo not drawn)
 : 1%	?	-1%	6	-7%	9%	0%	2%	-1%
> CC1(C)CC(=O)c2sc(NS(=O)(=O)c3cc(Cl)ccc3Cl)nc2C1
 : -1%	i	8%	25	1%	5%	-3%	8%	-8%
> Cc1nc(S/C(=C/c2ccc(-c3cc(Cl)ccc3C)o2)C(=O)O)n[nH]1
 : 26%	i	8%	11	-1%	-9%	?	0%	4%
> COc1cccc(C(=O)Nc2nnc(S(=O)(=O)Nc3cccc(C)c3)s2)c1
 : 12%	i	6%	2	1%	18%	11%	1%	-24%
> COc1ccc2c(c1)c(=O)c(Br)c(C)n2Cc1ccccc1
 : -2%	i	-13%	37	?	-8%	?	-17%	-5%
> O=C(NC1CCCCC1)C12CC3CC(CC(Cl)(C3)C1)C2
 : -1%	i	16%	8	5%	6%	16%	9%	-12%
> Cc1cc(C)n(CCCN2C(=O)c3cccc4cccc(c34)C2=O)n1
 : -4%	i	-21%	-29	-3%	13%	0%	-5%	6%
> O=C(COC(=O)/C=C/c1cccc(C(F)(F)F)c1)Nc1cccc2ccccc12
 : 4%	i	-2%	13	8%	0%	-3%	-4%	0%
> COc1ccc(C2Nc3ccccc3C(=O)N2c2ccccc2)cc1Cn1cc([N+](=O)[O-])cn1 (stereo not drawn)
 : -1%	i	27%	-12	-2%	-9%	16%	-9%	15%
> COc1ccc(N(CC(=O)NCCSc2ccccc2)S(=O)(=O)c2ccccc2)cc1OC
 : ?	i	-1%	14	-1%	-3%	19%	-1%	26%

# Some of the entries above, set out differently:
Compound: CCN(CC)S(=O)(=O)c1ccc(NC(=O)C(OC)c2ccccc2)cc1 (stereo not drawn)
  KB-V1 cytotox: 1%
  S2 tox: ?
  ATXN2 expr inh: -1%
  IL-1B inflam inh: 6
  HT1080-NT tox: -7%
  KB-3-1 tox: 9%
  MCF10A rerep: 0%
  HT1080 IDH1KD tx: 2%
  SW480 rerep: -1%
Compound: CC1(C)CC(=O)c2sc(NS(=O)(=O)c3cc(Cl)ccc3Cl)nc2C1
  KB-V1 cytotox: -1%
  S2 tox: i
  ATXN2 expr inh: 8%
  IL-1B inflam inh: 25
  HT1080-NT tox: 1%
  KB-3-1 tox: 5%
  MCF10A rerep: -3%
  HT1080 IDH1KD tx: 8%
  SW480 rerep: -8%
Compound: Cc1nc(S/C(=C/c2ccc(-c3cc(Cl)ccc3C)o2)C(=O)O)n[nH]1
  KB-V1 cytotox: 26%
  S2 tox: i
  ATXN2 expr inh: 8%
  IL-1B inflam inh: 11
  HT1080-NT tox: -1%
  KB-3-1 tox: -9%
  MCF10A rerep: ?
  HT1080 IDH1KD tx: 0%
  SW480 rerep: 4%
Compound: COc1cccc(C(=O)Nc2nnc(S(=O)(=O)Nc3cccc(C)c3)s2)c1
  KB-V1 cytotox: 12%
  S2 tox: i
  ATXN2 expr inh: 6%
  IL-1B inflam inh: 2
  HT1080-NT tox: 1%
  KB-3-1 tox: 18%
  MCF10A rerep: 11%
  HT1080 IDH1KD tx: 1%
  SW480 rerep: -24%

# Following part.
# The line under a structure holds: KB-V1 cytotox	S2 tox	ATXN2 expr inh	IL-1B inflam inh	HT1080-NT tox	KB-3-1 tox	MCF10A rerep	HT1080 IDH1KD tx	SW480 rerep
> COc1ccc(Cc2nnc3n2N=C(c2cc4ccccc4o2)CS3)cc1OC
 : ?	i	4%	25	-9%	?	?	-11%	?
> COc1ccc(CNC(=O)c2ccc(S(=O)(=O)NCc3ccco3)cc2)cc1
 : 10%	?	·	11	6%	-3%	5%	-2%	-6%
> CCOc1ccc(OCC)c(Nc2cc(C)nc3ncnn23)c1
 : -15%	i	29%	-11	2%	-23%	22%	-5%	-2%
> CCc1cc2c(CN3CCN(Cc4ccccc4)CC3)cc(=O)oc2cc1O
 : ?	·	-23%	?	-24%	-13%	?	-25%	?
> O=C(NC1CCCC1)c1ccc2nc[nH]c2c1
 : 14%	i	3%	16	14%	8%	-1%	19%	-7%
> Cc1cc(C)c(C)c(S(=O)(=O)N2CCN(CC(=O)c3c(N)n(Cc4ccccc4)c(=O)n(C)c3=O)CC2)c1C
 : 15µM*	?	0%	-29	9%	?	13µM*	6%	?
> CCOC(=O)N1CCN(CCC(=O)Nc2cc(OC)ccc2OC)CC1
 : ?	i	-26%	44	-7%	6%	2%	-9%	-2%
> C=CCNS(=O)(=O)c1ccc(OCC(=O)OC)cc1
 : 2%	i	-2%	9	3%	3%	-3%	-7%[9.24 µM]	-1%
> C/C(=N\NC(=O)c1ccccc1O)c1cccs1
 : ?	i	?	5	?	?	-1%	?	15%
> COc1ccc(CCNC2=C(Cl)C(=O)N(CCc3ccc(OC)c(OC)c3)C2=O)cc1OC
 : 21µM*	?	?	27	0%	?	3%	-11%	2%
> COc1ccc(-c2ccc(OC)c([C@H]3[C@@H]4C=CCC[C@@]4(C)C(=O)N3Cc3ccccc3)c2)cc1OC
 : ?	i	?	0	-24%	?	?	?	?
> COc1ccc(S(N)(=O)=O)cc1C(=O)OCC(=O)Nc1sccc1C#N
 : 4%	i	9%	13	2%	20%	-13%	-2%	-18%
> COC(=O)c1c(CSc2cccc(C)c2)noc1C(=O)NCc1ccco1
 : 2%	i	-1%	-4	1%	2%	-10%	-1%	-14%
> Cc1cc(-c2ccc([N+](=O)[O-])cc2)nc2ccccc12
 : -17%	i	48%[activator]	16	-7%	21%	1%	8%	-13%
> CCOc1ccc(-c2nc3c(c(CC)nn3-c3ccccc3)c3cc(OC)c(OC)cc23)cc1
 : -6%	i	-1%	·	·	0%	·	·	·
> COCc1cc(C)n(CC(=O)Nc2cccc(C)c2)c(=O)c1C#N
 : 14%	i	4%	29	6%	14%	8%	10%	-18%
> Cc1ccn(CC(=O)N2CCCC(N3CCN(Cc4ccc5c(c4)OCO5)CC3)C2)n1 (stereo not drawn)
 : 8%	?	-7%	22	1%	-20%	-1%	-16%	-1%
> O=C(COC(=O)c1cccnc1Cl)NCc1ccc(F)cc1
 : ?	i	·	-9	2%	2%	1%	0%	-2%
> Cc1cccc(-n2nnc3c(=O)n(CC(=O)Nc4cc(C)on4)cnc32)c1
 : 1%	i	-10%	10	0%	11%	-2%	0%	-7%
> Cc1cc(C)nc(NS(=O)(=O)c2ccc(NC(=O)c3ccccc3O)cc2)n1
 : -24%	i	-2%	·	·	3%	·	·	·

# Next part.
# The line under a structure holds: KB-V1 cytotox	S2 tox	ATXN2 expr inh	IL-1B inflam inh	HT1080-NT tox	KB-3-1 tox	MCF10A rerep	HT1080 IDH1KD tx	SW480 rerep
> CCOc1ccc(NS(=O)(=O)c2ccc3nc(-c4ccccc4)[nH]c3c2)cc1
 : 12%	?	?	·	·	0%	·	·	·
> COCCOc1cc(-n2cccc2)c(Cl)cc1Cl
 : 18%	i	0%	9	18%	45%	-5%	2%	0%
> Cc1nc2ccc(NC(=S)NCCCO)cc2nc1C
 : -2%	i	-1%	16	-1%	?	13%	-3%	-6%
> Nc1[nH]c(C(=O)c2ccccc2)c(-c2ccccc2Br)c1C(=O)NCc1ccc(-c2ccccc2)cc1
 : ?	i	3%	-23	15%	-21%	·	3%	·
> COc1ccc(C(=O)NCCSc2ccccc2C)cc1
 : 4%	?	·	-13	2%	-7%	-2%	3%	-4%
> NC1=NC(=Nc2ccc(S(N)(=O)=O)cc2)c2ccccc21
 : 6%	i	-8%	-27	2%	-18%	0%	8%	-2%
> CC1(C(=O)NS(=O)(=O)c2ccc(F)cc2F)CCN1C(=O)C/C=C/c1ccccc1 (stereo not drawn)
 : 7%	i	0%	0	16%	0%	·	?	·
> CC(=O)Nc1ccc(NC(=O)CCN2C(=O)c3ccccc3C2=O)cc1
 : -16%	i	-15%	-3	2%	-13%	0.58µM*	0%	-38%[inhibitor]
> Brc1ccc(CSc2nnc3ccccn23)cc1
 : 1%	i	29%	-10	16%	0%	-1%	20%	21%
> CCOC(=O)C(C)Sc1ncc(-c2ccc(Cl)cc2)cn1 (stereo not drawn)
 : 3%	i	1%	-18	-6%	5%	4%	-8%	15%
> COc1ccc(NC(=O)c2cccs2)cc1C(=O)N1CCN(c2ccccc2)CC1
 : ·	i	-23%	-6	-4%	·	?	-30%	?
